High-throughput results from PubChem.
Apaf1 inhib = inhibitors of human Apaf-1 apoptosome, primary screen, biochemical, DEVD-Rh110 fluorescence, uHTS; Apoptotic protease-activating factor 1 (Homo sapiens), O14727; reconstituted apoptosome caspase-3 activity; inhibition, % at 20 µM; actives 0.71% (n = 330,000); AID 489030, 2010; active means inhibition of at least 40% at 20 µM;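 further: plate controls were DMSO wells for no effect and DEVD-CHO caspase inhibitor wells for full effect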
Target sequence (O14727 whole entry, looked up): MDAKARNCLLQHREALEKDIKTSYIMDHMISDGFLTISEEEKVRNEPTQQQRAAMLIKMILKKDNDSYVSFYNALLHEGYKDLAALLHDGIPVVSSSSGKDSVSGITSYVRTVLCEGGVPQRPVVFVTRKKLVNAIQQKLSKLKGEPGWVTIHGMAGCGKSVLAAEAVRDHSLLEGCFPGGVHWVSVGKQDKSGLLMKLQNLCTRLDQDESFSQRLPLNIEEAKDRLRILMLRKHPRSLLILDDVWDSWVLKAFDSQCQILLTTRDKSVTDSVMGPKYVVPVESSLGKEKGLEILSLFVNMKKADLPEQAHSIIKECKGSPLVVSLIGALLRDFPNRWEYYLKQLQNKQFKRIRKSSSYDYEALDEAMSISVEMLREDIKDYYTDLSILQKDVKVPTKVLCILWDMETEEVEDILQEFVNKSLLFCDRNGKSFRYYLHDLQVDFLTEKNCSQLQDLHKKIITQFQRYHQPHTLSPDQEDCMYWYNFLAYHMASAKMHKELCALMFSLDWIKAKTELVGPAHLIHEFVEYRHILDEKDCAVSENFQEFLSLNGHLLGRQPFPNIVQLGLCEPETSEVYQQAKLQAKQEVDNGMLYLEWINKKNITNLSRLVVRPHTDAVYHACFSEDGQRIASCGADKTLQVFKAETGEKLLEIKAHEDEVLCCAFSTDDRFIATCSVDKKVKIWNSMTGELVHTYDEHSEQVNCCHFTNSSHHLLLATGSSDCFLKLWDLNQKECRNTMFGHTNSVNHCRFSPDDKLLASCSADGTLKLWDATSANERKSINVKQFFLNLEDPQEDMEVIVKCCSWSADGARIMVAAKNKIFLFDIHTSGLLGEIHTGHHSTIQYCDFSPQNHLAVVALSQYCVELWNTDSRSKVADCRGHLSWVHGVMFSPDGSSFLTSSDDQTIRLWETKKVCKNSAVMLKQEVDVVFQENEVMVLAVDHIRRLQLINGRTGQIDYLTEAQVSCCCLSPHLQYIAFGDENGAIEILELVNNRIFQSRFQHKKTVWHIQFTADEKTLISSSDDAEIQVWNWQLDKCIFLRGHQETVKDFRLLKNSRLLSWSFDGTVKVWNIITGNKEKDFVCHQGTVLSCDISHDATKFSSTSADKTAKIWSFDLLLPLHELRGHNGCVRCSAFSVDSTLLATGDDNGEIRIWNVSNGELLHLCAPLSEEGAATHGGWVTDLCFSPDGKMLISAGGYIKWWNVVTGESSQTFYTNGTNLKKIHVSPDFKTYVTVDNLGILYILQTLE
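System: reconstituted apoptosome with Apaf-1, cytochrome c, caspase-9, procaspase-3, dATP; Signal: Rh110 fluorescence intensity; Schedule: 30 min compound preincubation, 50 min activation, room temperature; Reagent: cytochrome c trigger plus (Z-DEVD)2-Rh110 caspase-3 substrate.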
UBC13 polyUb = UBC13 polyubiquitin chain formation inhibitors, primary screen, biochemical, TR-FRET, uHTS; Ubiquitin-conjugating enzyme E2 N (Homo sapiens), P61088; inhibition, % at 20 µM; actives 0.47% (n = 330,000); in the data active means inhibition above about 45%, passing the limit was not always enough
697 NFkB inh = inhibitors of PMA/ionomycin-induced NF-kB reporter, 697 cells, primary screen, B-cell NF-kB inhibitor project, cell-based, luminescence, uHTS. 697 B-cell NF-kB luciferase reporter, 16 h. inhibition, % at 4 µM. AID 435022, 2010. actives 0.33% (n = 330,000); in the data active means inhibition above about 35%
Jurkat NFkB inh = inhibitors of induced NF-kB luciferase reporter, primary screen, TCR NF-kB activation inhibitor project, cell-based, luminescence, uHTS; Jurkat, PMA/ionomycin-induced NF-kB luciferase reporter; inhibition, % at 4 µM; actives 0.53% (n = 330,000); AID 435003, 2010
SENP8 inh = SENP8 protease inhibitors, primary screen, biochemical, luminescence. inhibition, % at 10 µM. actives 1.2% (n = 330,000). Sentrin-specific protease 8 (Homo sapiens), Q96LD8. purified SENP8, Z-RLRGG-aminoluciferin cleavage
Gli-Sufu antag = Gli-Sufu pathway antagonists, primary screen, luciferase luminescence, Sufu-KO-LIGHT cells, uHTS. Sufu-KO-LIGHT fibroblasts, Gli luciferase reporter luminescence. inhibition, % at 5 µM. actives 0.74% (n = 340,000);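 active means inhibition above about 55%, limit read from the data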;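 further: 0% = DMSO-treated cells and 100% = wells with medium but no cells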
CCR6 antagonist = CCR6 receptor antagonists, primary screen, cell-based, CHO-K1, luminescence, beta-arrestin, uHTS; CHO-K1 CCR6 PathHunter beta-arrestin, CCL20-stimulated; inhibition, % at 20 µM; AID 493098, 2011; C-C chemokine receptor type 6 (Homo sapiens), P51684; actives 0.49% (n = 340,000);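 active means compounds whose inhibition of the agonist-driven luminescence signal at 20 µM reaches about 50%, limit read from the data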;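 further: cells stimulated with CCL20 at 14 nM final; plate controls were DMSO with CCL20 for no effect and DMSO without agonist for full effect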
EBI2 block = EBI2 receptor antagonists, beta-arrestin recruitment, primary screen, cell-based, luminescence, 7a,25-OHC stimulation, uHTS. 7a,25-OHC stimulated. inhibition, % at 5 µM. actives 0.81% (n = 360,000). G-protein coupled receptor 183 (Homo sapiens), P32249; in the data active means inhibition above about 38%;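 further: enzyme fragment complementation signal reports receptor beta-arrestin coupling in cells; 0% = agonist plus DMSO wells and 100% = wells without agonist; some results beyond the cut were filed as inactive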
Numbers without * were called inactive. Unless noted, no stated cut-off is given here; in the data, active means inhibition above about 50%; inactive means the rest.

How did CCCCCn1c(=O)[nH]c2cc(C(=O)NC3CCN(Cc4ccccc4)CC3)ccc2c1=O do in these assays?
Apaf1 inhib: -3; UBC13 polyUb: 7; 697 NFkB inh: -54; Jurkat NFkB inh: 51*; SENP8 inh: 0; Gli-Sufu antag: 8; CCR6 antagonist: 12; EBI2 block: -6

Results for O=S(=O)(Nc1ccc(-n2cnnn2)cc1)c1cccs1 ?
Apaf1 inhib: 11; UBC13 polyUb: -5; 697 NFkB inh: -29; Jurkat NFkB inh: -15; SENP8 inh: -3; Gli-Sufu antag: -5; CCR6 antagonist: 2; EBI2 block: 0

Results for COc1ccc(N(CC(=O)NCc2ccco2)C(=O)CCC(=O)Nc2nccs2)cc1 ?
Apaf1 inhib: 0; UBC13 polyUb: 3; 697 NFkB inh: -16; Jurkat NFkB inh: 2; SENP8 inh: -2; Gli-Sufu antag: -5; CCR6 antagonist: 4; EBI2 block: 2

What do the screens show for `CCC1SC2=NC(C)=C(C(=O)OC)C(c3ccc(C(=O)OC)cc3)N2C1=O` (stereo unspecified)?
Apaf1 inhib: 3; UBC13 polyUb: 4; 697 NFkB inh: 17; Jurkat NFkB inh: 8; SENP8 inh: -10; Gli-Sufu antag: -11; CCR6 antagonist: 3; EBI2 block: -1

How did O=C(Nc1ccc2c(c1)OCO2)c1ccccn1 do in these assays?
Apaf1 inhib: 4; UBC13 polyUb: -11; 697 NFkB inh: -86; Jurkat NFkB inh: -91; SENP8 inh: 53*; Gli-Sufu antag: -57; CCR6 antagonist: -3; EBI2 block: -12

What do the screens show for `COc1ccc2ccccc2c1-c1sc(Nc2ccccc2)n[n+]1-c1ccc(F)cc1`?
Apaf1 inhib: 33; UBC13 polyUb: 36; 697 NFkB inh: 7; Jurkat NFkB inh: 12; SENP8 inh: -15; Gli-Sufu antag: 18; CCR6 antagonist: 8; EBI2 block: 0

Results for O=C(O)c1ccccc1C(=O)NCC(O)c1ccccc1 (stereo unspecified) ?
Apaf1 inhib: -4; UBC13 polyUb: 2; 697 NFkB inh: 23; Jurkat NFkB inh: 2; SENP8 inh: -3; Gli-Sufu antag: -2; CCR6 antagonist: -4; EBI2 block: 1

What do the screens show for `CC(=O)Nc1cccc(NC(=O)C2C3C=CC(C3)C2C(=O)O)c1` (stereo unspecified)?
Apaf1 inhib: 5; UBC13 polyUb: 2; 697 NFkB inh: 2; Jurkat NFkB inh: 12; SENP8 inh: -9; Gli-Sufu antag: 1; CCR6 antagonist: 10; EBI2 block: -5

How did O=S1(=O)CCN(Cc2ccc(Cl)c(C(F)(F)F)c2)CC1 do in these assays?
Apaf1 inhib: -14; UBC13 polyUb: 5; 697 NFkB inh: 16; Jurkat NFkB inh: 7; SENP8 inh: 4; Gli-Sufu antag: -5; CCR6 antagonist: 18; EBI2 block: 0

Results for Nc1nc(NC(=O)CCCC(=O)O)nn1-c1ccccc1 ?
Apaf1 inhib: 0; UBC13 polyUb: -2; 697 NFkB inh: 19; Jurkat NFkB inh: -3; SENP8 inh: -4; Gli-Sufu antag: 7; CCR6 antagonist: -18; EBI2 block: 1

What do the screens show for `CCOc1ccc(-c2noc(CCCC(=O)NC3CCCCC3)n2)cc1OC`?
Apaf1 inhib: -5; UBC13 polyUb: 2; 697 NFkB inh: 10; Jurkat NFkB inh: 3; SENP8 inh: 6; Gli-Sufu antag: 2; CCR6 antagonist: 2; EBI2 block: 5

Results for Cc1ccc(CCNC(=O)C2CC(c3cc(C(F)(F)F)cc(C(F)(F)F)c3)=NO2)cc1 (stereo unspecified) ?
Apaf1 inhib: 13; UBC13 polyUb: 15; 697 NFkB inh: -3; Jurkat NFkB inh: -12; SENP8 inh: -2; Gli-Sufu antag: -7; CCR6 antagonist: 10; EBI2 block: -3

How did O=C(CNC(=O)c1ccc(Br)o1)NNC(=O)c1ccc(Br)cc1 do in these assays?
Apaf1 inhib: 10; UBC13 polyUb: 0; 697 NFkB inh: -4; Jurkat NFkB inh: -14; SENP8 inh: -13; CCR6 antagonist: 6; EBI2 block: -6

What do the screens show for `S=c1[nH]ncn1/N=C/c1ccccn1`?
Apaf1 inhib: -2; UBC13 polyUb: -8; 697 NFkB inh: 14; Jurkat NFkB inh: -7; SENP8 inh: 3; Gli-Sufu antag: 1; CCR6 antagonist: 5; EBI2 block: -5

How did CCOC(=O)CNC(=O)CN1C(=O)CCS(=O)(=O)c2ccccc21 do in these assays?
Apaf1 inhib: 5; UBC13 polyUb: -4; 697 NFkB inh: -37; Jurkat NFkB inh: -38; SENP8 inh: -9; Gli-Sufu antag: 4; CCR6 antagonist: -20; EBI2 block: -1

How did CCO[C@H]1OC(C(=O)N2CCCCCCC2)=C[C@@H](C)[C@@H]1CCCO do in these assays?
Apaf1 inhib: -3; UBC13 polyUb: 8; 697 NFkB inh: 12; Jurkat NFkB inh: 8; SENP8 inh: -4; Gli-Sufu antag: 10; CCR6 antagonist: 10; EBI2 block: -1

Results for CCc1ccc(C(=O)NN(C(=O)c2ccc(CC)cc2)C(C)(C)C)cc1 ?
Apaf1 inhib: 4; UBC13 polyUb: 6; 697 NFkB inh: -28; Jurkat NFkB inh: 7; SENP8 inh: 2; Gli-Sufu antag: 5; CCR6 antagonist: 1; EBI2 block: -12

What do the screens show for `CN1CCCN(C(=O)CSc2ccccc2)CC1`?
Apaf1 inhib: -16; UBC13 polyUb: 6; 697 NFkB inh: 1; Jurkat NFkB inh: -8; SENP8 inh: -2; Gli-Sufu antag: -9; CCR6 antagonist: -5; EBI2 block: 2

How did O=C(NNC(=O)c1ccccc1F)c1ccc2nc[nH]c2c1 do in these assays?
Apaf1 inhib: -2; UBC13 polyUb: -5; 697 NFkB inh: 1; Jurkat NFkB inh: 10; SENP8 inh: 12; Gli-Sufu antag: -11; CCR6 antagonist: -7; EBI2 block: 0

How did CCC1CCCCN1CCCNC(=O)c1cn(C)c2ccc(S(=O)(=O)N3CCOCC3)cc2c1=O (stereo unspecified) do in these assays?
Apaf1 inhib: -2; UBC13 polyUb: 3; 697 NFkB inh: 13; Jurkat NFkB inh: 3; SENP8 inh: 0; Gli-Sufu antag: -14; CCR6 antagonist: -10; EBI2 block: -13

5 structures out of the list, ordered by number of heavy atoms, falling.
How did CCC1CCCCN1CCCNC(=O)c1cn(C)c2ccc(S(=O)(=O)N3CCOCC3)cc2c1=O (stereo unspecified) do in these assays?
Apaf1 inhib: -2; UBC13 polyUb: 3; 697 NFkB inh: 13; Jurkat NFkB inh: 3; SENP8 inh: 0; Gli-Sufu antag: -14; CCR6 antagonist: -10; EBI2 block: -13

What do the screens show for `COc1ccc2ccccc2c1-c1sc(Nc2ccccc2)n[n+]1-c1ccc(F)cc1`?
Apaf1 inhib: 33; UBC13 polyUb: 36; 697 NFkB inh: 7; Jurkat NFkB inh: 12; SENP8 inh: -15; Gli-Sufu antag: 18; CCR6 antagonist: 8; EBI2 block: 0

What do the screens show for `CCC1SC2=NC(C)=C(C(=O)OC)C(c3ccc(C(=O)OC)cc3)N2C1=O` (stereo unspecified)?
Apaf1 inhib: 3; UBC13 polyUb: 4; 697 NFkB inh: 17; Jurkat NFkB inh: 8; SENP8 inh: -10; Gli-Sufu antag: -11; CCR6 antagonist: 3; EBI2 block: -1

How did CCO[C@H]1OC(C(=O)N2CCCCCCC2)=C[C@@H](C)[C@@H]1CCCO do in these assays?
Apaf1 inhib: -3; UBC13 polyUb: 8; 697 NFkB inh: 12; Jurkat NFkB inh: 8; SENP8 inh: -4; Gli-Sufu antag: 10; CCR6 antagonist: 10; EBI2 block: -1

How did O=C(CNC(=O)c1ccc(Br)o1)NNC(=O)c1ccc(Br)cc1 do in these assays?
Apaf1 inhib: 10; UBC13 polyUb: 0; 697 NFkB inh: -4; Jurkat NFkB inh: -14; SENP8 inh: -13; CCR6 antagonist: 6; EBI2 block: -6

(list continues)
How did CCSc1nc(-c2ccc(OC)cc2)cc(-c2ccccc2)c1C#N do in these assays?
Apaf1 inhib: 4; UBC13 polyUb: 18; 697 NFkB inh: 17; Jurkat NFkB inh: 5; SENP8 inh: -3; Gli-Sufu antag: 1; CCR6 antagonist: 4; EBI2 block: 10

Results for COc1ccc(/C=C/C(=O)NCC(=O)N/N=C(\C)Cc2ccccc2)cc1 ?
Apaf1 inhib: -2; UBC13 polyUb: 1; 697 NFkB inh: 10; Jurkat NFkB inh: 16; SENP8 inh: -5; Gli-Sufu antag: 0; CCR6 antagonist: 13; EBI2 block: -4

Results for C[C@@H]1C(c2cccc(Cl)c2)=NN(c2ccccc2)[C@H]1C(=O)N1CCOC1=O ?
Apaf1 inhib: 22; 697 NFkB inh: 9; Gli-Sufu antag: 1; CCR6 antagonist: 19; EBI2 block: 3

Results for S=c1[nH]nc(-c2ccc3c(c2)OCO3)n1-c1ccccc1 ?
Apaf1 inhib: 1; UBC13 polyUb: 12; 697 NFkB inh: 4; Jurkat NFkB inh: -6; SENP8 inh: -7; Gli-Sufu antag: -1; CCR6 antagonist: -1; EBI2 block: -5

How did O=C(NCCOC(=O)c1ccccc1C(=O)OCCNC(=O)c1cccnc1)c1cccnc1 do in these assays?
Apaf1 inhib: -7; UBC13 polyUb: -14; 697 NFkB inh: -8; Jurkat NFkB inh: 12; SENP8 inh: -11; Gli-Sufu antag: 4; CCR6 antagonist: -8; EBI2 block: -5

How did Cc1cc2c(cc1S(=O)(=O)N(C)Cc1ccccc1)n(C)c(=O)c(=O)n2C do in these assays?
Apaf1 inhib: 11; UBC13 polyUb: -3; 697 NFkB inh: -1; Jurkat NFkB inh: -3; SENP8 inh: -15; Gli-Sufu antag: 7; CCR6 antagonist: 1; EBI2 block: -5

Results for CCCc1nc2ccccc2n1CCc1ccccc1 ?
Apaf1 inhib: -1; UBC13 polyUb: 6; 697 NFkB inh: -2; Jurkat NFkB inh: 8; SENP8 inh: 5; Gli-Sufu antag: 17; CCR6 antagonist: 14; EBI2 block: 3

What do the screens show for `COc1ccc2[nH]c(=O)c(C(c3nnnn3C3CCCC3)N3CCN(Cc4ccc5c(c4)OCO5)CC3)cc2c1` (stereo unspecified)?
Apaf1 inhib: 22; UBC13 polyUb: -4; 697 NFkB inh: 13; Jurkat NFkB inh: 2; SENP8 inh: -9; Gli-Sufu antag: 3; CCR6 antagonist: 10; EBI2 block: 2

How did CCc1ccccc1NC(=O)C(C#N)Cc1cccnc1 (stereo unspecified) do in these assays?
Apaf1 inhib: -11; UBC13 polyUb: 1; 697 NFkB inh: 1; Jurkat NFkB inh: 10; SENP8 inh: -1; Gli-Sufu antag: -1; CCR6 antagonist: 2; EBI2 block: -9

What do the screens show for `COc1ccc(C2CC2/C(=N/O)c2ccccn2)cc1` (stereo unspecified)?
Apaf1 inhib: -1; UBC13 polyUb: -2; 697 NFkB inh: -28; Jurkat NFkB inh: -11; SENP8 inh: 1; Gli-Sufu antag: -2; CCR6 antagonist: 22; EBI2 block: -4

How did COc1ccc2nc(NC(=O)Cc3cccs3)sc2c1 do in these assays?
Apaf1 inhib: 3; UBC13 polyUb: 7; 697 NFkB inh: -66; Jurkat NFkB inh: -56; SENP8 inh: 5; Gli-Sufu antag: 10; CCR6 antagonist: 22; EBI2 block: 5

How did C/C(=N\N=C(N)N)c1cc(Cl)ccc1Cl do in these assays?
Apaf1 inhib: -1; UBC13 polyUb: 7; 697 NFkB inh: 18; Jurkat NFkB inh: 46; SENP8 inh: -2; Gli-Sufu antag: 14; CCR6 antagonist: -10; EBI2 block: 4

The list is partial (hit frequency here may not be typical).
